From PubChem
hK5 inh: human KLK5 protease inhibitors, primary screen, biochemical, 1536-well. recombinant hK5, fluorogenic AMC substrate cleavage. inhibition, % at 5 µM. 210,000 compounds, 0.59% hits;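 active = inhibition of 40% or more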;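 also: 0% = enzyme controls without compound and 100% = no-enzyme blanks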
Thrombin inh: human alpha-thrombin inhibitors, primary screen, counter-screen for coagulation protease inhibitor project, biochemical, 1536-well, fluorogenic AMC substrate. 220,000 compounds, 0.26% hits. Prothrombin (Homo sapiens), P00734. inhibition, % at 5 µM. Boc-VPR-AMC fluorogenic substrate cleavage;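 active = inhibition at or above 40%; inactive = inhibition below 40%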;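 also: 0% = enzyme with no compound and 100% = wells without enzyme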
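Material: human alpha-thrombin enzyme / Medium: pH 7.5 Tris (50 mM) with NaCl 150 mM, Tween 20 0.05% / Compound: single-point dosing at 5 µM, 0.2% DMSO / Incubation: enzyme reaction carried out at room temperature / Detection: AMC fluorescence, 355/460 nm / Read-out basis: percent inhibition scaled between no-compound controls and no-enzyme blanks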
Wee1 stabilizer: Wee1 degradation inhibitors, primary screen, cell-based, HeLa, Wee1K328M-luciferase, luminescence; AID 1321, 2008; reporter increase, % at 5 µM; HeLa Luc-Wee1K328M stability; 100% = proteasome inhibitor MG132 effect; 220,000 compounds, 1.2% hits; Wee1-like protein kinase (Homo sapiens), P30291;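 active = activation above the mean of all tested compounds plus 3 SD, set per screening run, cut at about 8.8% in these data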;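 also: cells exposed to compound for 20 h before luminescence read; 0% = DMSO alone and 100% = MG132 at 30 µM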
Runt-SMMHC FRET: inhibitors of RUNX1 Runt–CBFb-SMMHC binding, primary screen, biochemical, FRET, Cerulean-Runt, Venus-CBFb-SMMHC, uHTS | Cerulean-Runt/Venus-CBFb-SMMHC FRET ratio 530/480, 1 h | inhibition, % at 20 µM | 220,000 compounds, 0.74% hits;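 active = mean inhibition across duplicate retests at 20 µM reaching about 50%, limit read from the data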;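 also: 0% = DMSO wells and 100% = wells with excess untagged CBFb-SMMHC; inhibitors lower the FRET ratio by blocking Runt binding to CBFb-SMMHC; some results filed as inactive read as strong as hits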
Runt-CBFb FRET: inhibitors of RUNX1 Runt–CBFb binding, primary screen, biochemical, FRET, Cerulean-Runt, Venus-CBFb, uHTS. Runt-related transcription factor 1 (Homo sapiens) + Core-binding factor subunit beta …. Cerulean-Runt/Venus-CBFb FRET ratio 530/480, 1 h. inhibition, % at 20 µM. 220,000 compounds, 0.46% hits. AID 1496, 2009;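 active = inhibition over about 50% at 20 µM in the single-dose screen, limit read from the data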;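 also: 0% = DMSO wells and 100% = excess unlabeled CBFb competitor control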
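Assay system: Cerulean-tagged RUNX1 Runt domain (FRET donor) fusion protein / Amount: 100 nM each of Venus-CBFb and Cerulean-Runt domain / Medium: Tris buffer pH 7.5 with salts and BSA / Also added: Venus-CBFb 100 nM / Schedule: 1 h complex formation plus 1 h compound treatment, room temperature / Signal: FRET fluorescence / Read-out: loss of energy transfer signal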
Hck Nef HTS: inhibitors of Nef-activated human Hck kinase, primary screen, biochemical, Z-Lyte FRET, 384-well, Hck-YEEI; Recombinant Hck-YEEI plus Nef, Z-Lyte FRET kinase assay; Tyrosine-protein kinase HCK (Homo sapiens), P08631; inhibition, % at 20 µM; 220,000 compounds, 0.68% hits;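 active = Hck-Nef kinase inhibition above about 50%, limit read from the data; inactive = inhibition below that limit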;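 also: 0% = DMSO with Hck plus Nef and 100% = Hck alone without Nef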
FXIIa inh 1536: human FXIIa protease inhibitors, primary screen, biochemical, 1536-well; purified FXIIa, Boc-QGR-AMC fluorogenic substrate, 2 h; inhibition, % at 5 µM; 220,000 compounds, 0.3% hits; AID 800, 2007; Coagulation factor XII (Homo sapiens), P00748; in the data active = inhibition above about 40%;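 also: 0% = enzyme with no compound and 100% = blank without enzyme; many of its hits are not listed in these tables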
FXIa inh 1536: human FXIa protease inhibitors, primary screen, biochemical, 1536-well | Coagulation factor XI (Homo sapiens), P03951 | purified FXIa, Boc-Glu-Ala-Arg-AMC fluorogenic substrate | inhibition, % at 5 µM | 220,000 compounds, 0.14% hits | AID 798, 2007;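 active = inhibition of at least 40%; inactive = inhibition below 40%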;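 also: fluorescence of freed AMC excited at 355 nm; 0% = enzyme without compound and 100% = no enzyme blank; many of its hits are not listed in these tables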
Target sequence (P03951 19-387 limits assumed): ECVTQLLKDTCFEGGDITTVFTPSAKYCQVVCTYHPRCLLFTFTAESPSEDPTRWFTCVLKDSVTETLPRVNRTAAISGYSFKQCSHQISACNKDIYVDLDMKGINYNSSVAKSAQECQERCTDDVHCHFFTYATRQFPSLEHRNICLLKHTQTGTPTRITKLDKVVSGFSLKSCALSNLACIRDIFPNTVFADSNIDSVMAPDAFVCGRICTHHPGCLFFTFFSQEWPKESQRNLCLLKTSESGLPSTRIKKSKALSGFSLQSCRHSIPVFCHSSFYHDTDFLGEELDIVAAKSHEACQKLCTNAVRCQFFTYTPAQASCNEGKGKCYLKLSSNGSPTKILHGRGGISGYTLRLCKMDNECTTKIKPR
Target sequence (P03951 388-625 limits assumed): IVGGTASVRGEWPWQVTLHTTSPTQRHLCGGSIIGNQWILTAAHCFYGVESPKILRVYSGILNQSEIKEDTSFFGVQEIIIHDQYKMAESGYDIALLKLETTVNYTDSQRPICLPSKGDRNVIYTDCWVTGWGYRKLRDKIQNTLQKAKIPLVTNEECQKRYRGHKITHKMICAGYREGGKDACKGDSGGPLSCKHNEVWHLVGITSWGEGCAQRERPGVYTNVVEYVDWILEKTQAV
14-3-3 Bad inh: inhibitors of 14-3-3 zeta/Bad binding, primary screen, biochemical, TR-FRET, bovine 14-3-3 zeta. 14-3-3 protein zeta/delta (Bos taurus), P63103. TR-FRET 14-3-3zeta/Dy647-pBad peptide displacement, 1 h. inhibition, % at 21.7 µM. 220,000 compounds, 0.71% hits. AID 781, 2007;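 active = inhibition above about 70%, limit read from the data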;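 also: 0% = full 14-3-3 plus peptide FRET controls and 100% = background without 14-3-3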
Target sequence (P63103 whole entry, looked up): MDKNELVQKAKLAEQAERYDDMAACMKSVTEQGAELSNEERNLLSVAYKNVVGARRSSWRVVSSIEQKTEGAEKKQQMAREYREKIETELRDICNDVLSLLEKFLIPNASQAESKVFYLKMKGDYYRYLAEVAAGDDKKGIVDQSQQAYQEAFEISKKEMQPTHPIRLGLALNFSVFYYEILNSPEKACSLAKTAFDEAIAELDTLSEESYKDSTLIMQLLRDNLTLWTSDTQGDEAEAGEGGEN
Active calls of the source: *; x = not tested or not shown; [ ] = dose if it differs, or a comment.

Start of the listing, in advance (seven entries):
SMILES	hK5 inh	Thrombin inh	Wee1 stabilizer	Runt-SMMHC FRET	Runt-CBFb FRET	Hck Nef HTS	FXIIa inh 1536	FXIa inh 1536	14-3-3 Bad inh
Cc1cc(C)nc(SC2CCOC2=O)n1 (stereo not drawn)	-19	-6	0	1	-1	7	-1	-3	4[fluorescence artefact?]
N/C(=N\NC(=O)c1cccs1)c1cc2ccccc2oc1=O	-13	4	1	2	3	0	-20	4	-10
CC(Cc1c[nH]c2ccccc12)NC(=O)C1CCCNC1=O (stereo not drawn)	-22	1	0	0	-1	-1	10	-8	-14[fluorescence artefact?]
Cc1ccc(C(=O)N(CC#N)CC#N)cc1C	3	-2	-1	-1	-2	0	9	-2	-18
COc1ccc(S(=O)(=O)N[C@@H](Cc2ccc(Cl)cc2)C(=O)N2CC[C@@]3(O)CCCC[C@H]3C2)cc1	-3	3	5	-4	-1	1	29	15	2
OCCCNC(=S)Nc1ccc(Oc2ccccc2)cc1	-22	-9	-3	11	2	3	10	3	-18[fluorescence artefact?]
COc1ccc(OC)c(-c2cc(C(=O)Nc3sc4c(c3C#N)CCC(C)C4)c3ccccc3n2)c1 (stereo not drawn)	1	3	1	-32	-10	-1	18	3	-28

This part in full, from the start:
SMILES	hK5 inh	Thrombin inh	Wee1 stabilizer	Runt-SMMHC FRET	Runt-CBFb FRET	Hck Nef HTS	FXIIa inh 1536	FXIa inh 1536	14-3-3 Bad inh
Cc1cc(C)nc(SC2CCOC2=O)n1 (stereo not drawn)	-19	-6	0	1	-1	7	-1	-3	4[fluorescence artefact?]
N/C(=N\NC(=O)c1cccs1)c1cc2ccccc2oc1=O	-13	4	1	2	3	0	-20	4	-10
CC(Cc1c[nH]c2ccccc12)NC(=O)C1CCCNC1=O (stereo not drawn)	-22	1	0	0	-1	-1	10	-8	-14[fluorescence artefact?]
Cc1ccc(C(=O)N(CC#N)CC#N)cc1C	3	-2	-1	-1	-2	0	9	-2	-18
COc1ccc(S(=O)(=O)N[C@@H](Cc2ccc(Cl)cc2)C(=O)N2CC[C@@]3(O)CCCC[C@H]3C2)cc1	-3	3	5	-4	-1	1	29	15	2
OCCCNC(=S)Nc1ccc(Oc2ccccc2)cc1	-22	-9	-3	11	2	3	10	3	-18[fluorescence artefact?]
COc1ccc(OC)c(-c2cc(C(=O)Nc3sc4c(c3C#N)CCC(C)C4)c3ccccc3n2)c1 (stereo not drawn)	1	3	1	-32	-10	-1	18	3	-28
CN(CC(=O)Nc1ccc(F)c(F)c1F)c1ncnc2sccc12	-3	-4	-2	2	-1	4	4	-4	-16
CN(C(=O)COC(=O)c1ccc2c(=O)n3c(nc2c1)CCC3)c1ccccc1	-17	-5	8	10	1	5	15	7	-9
CCOC(=O)C1=C(c2ccccc2)NC(SCC(=O)Nc2cccc(C)c2)=C(C#N)C1c1ccco1 (stereo not drawn)	-20	-4	-3	2	0	-1	8	-3	-10
CN(c1ccccc1C(=O)NCc1ccccn1)S(C)(=O)=O	-37	-10	2	-2	0	1	4	-3	-7[fluorescence artefact?]
CCc1ccc(CN2CCN(C(=O)c3cccc(OC)c3OC)CC2)cc1	-5	2	-3	2	-1	-7	14	8	56[fluorescence artefact?]
COc1ccc(NC2=CC(=O)CC(C)(C)C2)cc1OC	-23	-11	-1	-2	1	-1	-3	-1	-12[fluorescence artefact?]
Cc1ccc2c(c1)-c1c(cnn1CC(=O)NC(C)CCc1ccco1)CO2 (stereo not drawn)	-7	-7	-1	3	0	19	15	2	8
Cc1ccc(Cn2cc(SCC(N)=O)c3ccccc32)cc1	-1	x	1	-5	0	25	9	4	-6
CCN(CC)CCNC(=O)c1ccc(NC(=O)c2c(F)cccc2Cl)cc1	-5	-7	1	0	1	23	12	3	-6
COC(=O)C1=C(C)N(C)C(=O)NC1c1ccc(O)c(Cl)c1 (stereo not drawn)	-3	3	-2	-2	4	-2	5	22	-10
CCS(=O)(=O)N1CCN(C(=O)c2ccc(-c3ccccc3)cc2)CC1	-2	0	4	-5	-2	2	1	-1	x
CN(C)C(=O)N1CCCC(C(=O)NCc2ccccc2)C1 (stereo not drawn)	-4	-9	-2	2	1	-1	-4	-4	-1[fluorescence artefact?]
CNC(=O)OCCSCCS(=O)(=O)c1ccc(Cl)cc1	-5	1	-1	0	1	4	6	-6	-6
COc1ccc(S(=O)(=O)NCc2ccc(C(=O)N3CCN(c4ccccn4)CC3)cc2)cc1	-14	-5	1	1	-1	1	11	7	5
O=C(COc1ccc(Br)cc1Cl)NC(=S)N1CCc2ccccc21	-18	-1	-1	6	4	7	15	6	-22[fluorescence artefact?]
COc1ccc(NS(=O)(=O)c2cccs2)c(OC)c1	8	-4	0	-8	-1	1	11	2	-1
CC(C)(C)N(Cc1ccccc1)C(=O)c1ccc(Br)o1	-24	0	1	-2	-1	-13	-1	-6	2
CC(C)(C)NC(=O)CSc1nc2ccc(NC(=O)CSc3nnc(N)s3)cc2s1	-12	-2	-1	8	-2	1	6	3	5
Nn1c(SCc2nc3ccccn3c2Br)nnc1-c1cccnc1	-6	5	0	-1	2	2	28	1	-9
Cc1[nH]c2c(Cl)cccc2c(=O)c1CN1CCCC1	6	1	-2	3	1	-3	-1	1	-12[fluorescence artefact?]
COc1ccccc1N(C)S(=O)(=O)c1ccc(C(=O)NC2=NCCS2)cc1	-22	2	-1	2	-1	-8	16	8	16
COc1ccc(Br)cc1CN(C)C(C)C(=O)Nc1cc([N+](=O)[O-])ccc1OC (stereo not drawn)	0	-2	-1	2	1	-2	6	-1	8
Cc1ccc(-c2csc(-c3cc(C)on3)n2)cc1	45*	-9	2	-1	-1	-1	0	-10	1
COc1cc(/C=N/NC(=O)c2cccnc2)ccc1OC(=O)c1ccco1	-11	2	-1	0	1	0	33	22	1
CC1(C)CC(=O)C2=C(C1)OC1=C(C(=O)CC(C)(C)C1)C2c1ccc(O)c([N+](=O)[O-])c1	-14	-3	-1	-1	-3	-12	0	-7	-1
COc1ccc(C(=O)N2CCN(Cc3ccc4c(c3)OCO4)CC2)cc1[N+](=O)[O-]	0	-12	3	-4	5	20	6	1	4
NC(=O)CC[C@@H]1NC(=O)[C@@H]2CCCN2C(=O)c2cc([N+](=O)[O-])cc(I)c2NCCCC[C@@H](C(=O)NC(CC(=O)O)C(N)=O)NC1=O (stereo partly drawn)	-14	0	1	-3	-1	-2	14	4	2
COc1ccccc1NC(=O)/C=C1\SCC(=O)N1C	3	-2	1	-2	2	-8	11	-1	0
Cc1ccc(C(=O)CSC2=C(C#N)C(c3ccco3)C3=C(CCCC3=O)N2)cc1 (stereo not drawn)	-8	-5	-1	8	7	-1	-5	-6	-2
O=c1c2ccsc2ncn1Cc1ccc(Cl)cc1	-3	4	-2	-2	0	2	-7	2	1
CN1CCN(c2ccc(-c3ccnn3C(=O)Nc3cccc(C(F)(F)F)c3)cc2)CC1	-9	4	6	-1	5	-3	4	-3	-18
O=C(CCc1nc(-c2ccccc2)no1)N1CCCC1	3	-1	-4	0	0	-1	6	4	-1
Cn1c(=O)n(C/C=C/c2ccccc2)c(=O)c2c1nc1n2CCCN1Cc1ccccc1	-9	6	-1	3	-4	1	19	0	2

In the list so far, two have an NH in an aromatic ring.
SMILES	hK5 inh	Thrombin inh	Wee1 stabilizer	Runt-SMMHC FRET	Runt-CBFb FRET	Hck Nef HTS	FXIIa inh 1536	FXIa inh 1536	14-3-3 Bad inh
CC(Cc1c[nH]c2ccccc12)NC(=O)C1CCCNC1=O (stereo not drawn)	-22	1	0	0	-1	-1	10	-8	-14[fluorescence artefact?]
Cc1[nH]c2c(Cl)cccc2c(=O)c1CN1CCCC1	6	1	-2	3	1	-3	-1	1	-12[fluorescence artefact?]

Remaining list, next part:
SMILES	hK5 inh	Thrombin inh	Wee1 stabilizer	Runt-SMMHC FRET	Runt-CBFb FRET	Hck Nef HTS	FXIIa inh 1536	FXIa inh 1536	14-3-3 Bad inh
COc1ccc(CCNC(=O)C2CC3Cn4c(nc5cc6ccccc6cc54)C3N2C)cc1 (stereo not drawn)	1	0	x	-1	0	17	9	0	9
COc1ccc(CC(=O)NNC(=O)COc2ccc3ccccc3c2)cc1	1	-2	-1	3	1	-1	10	4	-5[fluorescence artefact?]
Clc1ccc(Nc2ccc(NCc3ccccc3)nn2)cc1	-8	-5	2	5	-1	2	-3	-5	-5
CN(Cc1ccccc1)S(=O)(=O)c1cn(C)cn1	-4	-3	-2	-2	2	5	8	1	-3
Cc1ccc(NC(=O)COC(=O)Cc2csc(-c3cccc(F)c3)n2)cc1C	-21	-12	3	-65	-7	-2	-8	-12	-15
CCCOc1ccc(/C(O)=C2/C(=O)C(=O)N(CCCn3ccnc3)C2c2cccs2)cc1 (stereo not drawn)	39	11	-3	2	2	1	6	2	5
CCn1c(SCc2nc3scc(-c4ccccc4)c3c(=O)[nH]2)nnc1-c1cccs1	-3	-2	-3	-11	-3	4	23	19	10
CCOC(=O)c1c(C)[nH]c(C(=O)OCC(=O)NC(C)(C)C)c1C	-3	-6	4	-6	-5	22	0	-5	-4
O=C(NCc1ccccc1Cl)C1CCC(CNc2nc(=S)[nH]c3ccccc23)CC1 (stereo not drawn)	-1	1	0	-1	-5	20	4	2	21
NC(=O)C1CCN(C(=O)c2ccc(NC3=NC4CS(=O)(=O)CC4S3)cc2)CC1 (stereo not drawn)	1	-4	-1	6	1	0	2	-4	7[fluorescence artefact?]
O=c1c2c3c(sc2ncn1/N=C/c1ccc(Br)o1)CCCC3	0	0	2	-5	-2	1	14	1	2

Quoted at random: two entries already listed.
SMILES	hK5 inh	Thrombin inh	Wee1 stabilizer	Runt-SMMHC FRET	Runt-CBFb FRET	Hck Nef HTS	FXIIa inh 1536	FXIa inh 1536	14-3-3 Bad inh
CC(C)(C)N(Cc1ccccc1)C(=O)c1ccc(Br)o1	-24	0	1	-2	-1	-13	-1	-6	2
NC(=O)C1CCN(C(=O)c2ccc(NC3=NC4CS(=O)(=O)CC4S3)cc2)CC1 (stereo not drawn)	1	-4	-1	6	1	0	2	-4	7[fluorescence artefact?]
